Screening results deposited in PubChem by National Center for Advancing Translational Sciences (NCATS).
Anesthetic bind: binds horse apoferritin like a general anesthetic. apoferritin/1-aminoanthracene competitive binding, fluorescence. Potency, µM (top dose mostly 77.5 µM), for the others: at the highest dose activity change, negative = displacement, usual class: inhibitors. AID 485281. 350,000 tested, 0.074% active; further: potency means the concentration at half of the fitted maximal effect; on the % scale 0 is the no-effect control and ±100 the full control effect; nearly all actives have a fitted effect of over 20% in size
Target sequence (P02791 2-175 limits assumed): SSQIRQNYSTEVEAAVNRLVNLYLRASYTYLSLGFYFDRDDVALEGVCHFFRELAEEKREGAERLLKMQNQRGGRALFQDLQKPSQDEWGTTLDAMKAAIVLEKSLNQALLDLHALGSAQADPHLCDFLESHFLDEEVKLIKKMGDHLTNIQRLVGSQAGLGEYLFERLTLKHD
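Horse-spleen apoferritin (10 uM) was mixed with 50% saturated 1-aminoanthracene in PBS, exposed to compounds for 10 min at room temperature, and read for fluorescence (ex 380 nm, em 535 nm). Competitive displacement was fitted with a four-parameter Hill equation.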
Pol iota inh: inhibitors of human DNA polymerase iota; Q9UNA4; Pol iota fluorescent replication assay, 10 min; Potency, µM (series often up to 115 µM), without a hit: top-dose activity, negative = inhibition, hits mostly inhibitors; 390,000 tested, 1% active; further: potency means the concentration at half of the fitted maximal effect
Target sequence (Q9UNA4 whole entry, looked up): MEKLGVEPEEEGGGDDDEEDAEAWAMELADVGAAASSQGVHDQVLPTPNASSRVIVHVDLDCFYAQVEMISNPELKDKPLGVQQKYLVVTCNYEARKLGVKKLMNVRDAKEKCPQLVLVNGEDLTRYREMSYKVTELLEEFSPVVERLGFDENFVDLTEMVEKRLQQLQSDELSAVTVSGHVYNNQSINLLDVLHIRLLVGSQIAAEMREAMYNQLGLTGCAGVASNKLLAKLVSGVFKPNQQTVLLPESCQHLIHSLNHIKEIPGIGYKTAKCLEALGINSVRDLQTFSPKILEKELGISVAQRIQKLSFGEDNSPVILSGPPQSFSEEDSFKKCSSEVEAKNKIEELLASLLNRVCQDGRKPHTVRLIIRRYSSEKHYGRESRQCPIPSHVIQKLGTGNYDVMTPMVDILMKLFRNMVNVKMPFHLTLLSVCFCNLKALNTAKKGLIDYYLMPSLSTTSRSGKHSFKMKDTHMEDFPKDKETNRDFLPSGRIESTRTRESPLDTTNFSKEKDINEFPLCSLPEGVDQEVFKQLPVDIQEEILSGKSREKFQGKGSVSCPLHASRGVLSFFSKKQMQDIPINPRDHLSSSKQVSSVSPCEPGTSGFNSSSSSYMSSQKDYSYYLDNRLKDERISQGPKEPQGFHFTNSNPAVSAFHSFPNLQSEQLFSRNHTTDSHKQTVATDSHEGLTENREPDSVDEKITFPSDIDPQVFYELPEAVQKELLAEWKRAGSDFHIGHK
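Pol iota at 10 nM preincubated 15 min with compounds at room temperature; reaction started with fluorescent substrate, 50 nM final. Fluorescence read kinetically at 0 and 10 min; buffer-only wells as negative control.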
LDHA block: inhibitors of human lactate dehydrogenase A. P00338. purified LDHA, NADH/diaphorase-resazurin fluorescence; hits give low values. activity change, % (values are at about 110 or 230 µM). 480,000 tested, 0.15% active; in the data active means activity change below about -30%; inconclusive means mostly about -25% to -30%;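 further: plate controls were DMSO wells for no effect and wells without enzyme for full effect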
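Human LDH5 (2 nM) was incubated with 0.06 mM NADH and 0.2 mM pyruvate for 5 min at room temperature in Tris pH 7.4. Remaining NADH was coupled through diaphorase/resazurin, and resorufin fluorescence was read at 0 and 20 min.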
BLM inh: blocks DNA unwinding by human BLM helicase; P54132; recombinant BLM DNA unwinding, fluorescence dequenching; Potency, µM (titrated, usually from 56.1 µM), for inactives: at the top dose activity change, negative = inhibition, usual class: inhibitors; 350,000 tested, 0.2% active;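 further: potency means the concentration at half of the fitted maximal effect; plate controls were vehicle for no effect and no enzyme for full effect; nearly all actives have a fitted effect of over 35% in size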
POLH inh: inhibitors of human DNA polymerase eta; Q9Y253; recombinant Pol eta, fluorescent DNA replication assay; Potency, µM (doses to about 114 µM), for inactives: at the highest dose activity change, negative = inhibition, actives largely listed as inhibitors; 390,000 tested, 1.2% active; further: potency means the concentration at half of the fitted maximal effect; on the % scale 0 is the no-effect control and ±100 the full control effect
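Pol eta (10 nM) was preincubated with compounds for 15 min at room temperature, after which fluorescent replication substrate (50 nM final) was added to start the reaction. Fluorescence was read kinetically at 0 and 10 min.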
POLK inh: DNA polymerase kappa (human) inhibition; purified Pol kappa, fluorescent DNA synthesis assay, 10 min; Potency, µM (highest dose often 107 µM), for the others: at the highest dose activity, negative = inhibition, hits mostly inhibitors; 400,000 tested, 0.53% active; Q9UBT6; further: potency means the concentration at half of the fitted maximal effect; on the % scale 0 is the no-effect control and ±100 the full control effect
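Activity was followed as the change in fluorescence between reads at 0 and 10 min after starting the reaction with 50 nM substrate. Beforehand, 10 nM polymerase had been preincubated with compound for 15 min at room temperature.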
APE1 inh: inhibitors of human APE1 endonuclease; Potency, µM (doses to about 65.8 µM), for the others: top-dose activity change, negative = inhibition, hits mostly inhibitors; P27695; 350,000 tested, 0.35% active; recombinant APE1, TAMRA/BHQ-2 abasic DNA cleavage fluorescence; AID 2517;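 further: potency means the concentration at half of the fitted maximal effect; plate controls were vehicle for no effect and reference inhibitor for full effect; nearly all actives have a fitted effect of over 55% in size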
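APE1 at 0.75 nM final was preincubated with compound 15 min at room temperature, then 50 nM double-stranded THF abasic-site substrate (5'-TAMRA/3'-BHQ-2) was added. Fluorescence (ex 525/em 598 nm) was read kinetically; third-minus-first read gave activity.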
POLB inh: DNA polymerase beta (human) inhibition. 340,000 tested, 1.3% active. P06746. Potency, µM (top dose mostly 114 µM), for inactives: at the highest dose activity change, negative = inhibition, actives largely listed as inhibitors. Pol beta primer extension/strand displacement, fluorescence kinetic; further: potency means the concentration at half of the fitted maximal effect; on the % scale 0 is the no-effect control and ±100 the full control effect
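Preincubation: enzyme (10 nM) with compound, 15 min, RT. Reaction: substrate added to 50 nM final. Reads: 0 and 10 min. Analysis: normalized, Hill fit.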
GRP78 ERSR act: ER stress response induction in glioma | 420,000 tested, 0.02% active | AID 602332 | U87-MG GRP78 promoter luciferase reporter, 16 h | Potency, µM, inactives show top-dose activation, hits mostly activators; further: potency means the concentration at half of the fitted maximal effect; series mostly up to about 76 µM; % of control where 0% means no effect; nearly all actives have a fitted effect of over 35% in size
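Stably transfected U87-MG glioma cells carrying a GRP78-based luciferase sensor; 16 h compound incubation. Luminescence end-point read 10 min after Bright-Glo addition at room temperature.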
* marks the source's active call; other numbers are inactive results; ? = inconclusive; . = not tested or not shown; & = joins results of further samples; [ ] = dose if it differs, or a comment. Unless noted, the call rests on the fitted dose curve; in most records, active means well fitted curve in the direction sought with a large enough effect; inconclusive means small, poorly fitted or top-dose-only effect, or another doubt; inactive means no such curve, though single readings can be large; an effect the other way counts as inactive or inconclusive.

smiles	Anesthetic bind	Pol iota inh	LDHA block	BLM inh	POLH inh	POLK inh	APE1 inh	POLB inh	GRP78 ERSR act
COc1cc(/C=N/n2c(COc3ccccc3)n[nH]c2=S)cc(OC)c1OC(C)=O	-7%	5%	-3	0%	-9%	0%	37%	-26%	-3%
CCc1nc2ccccc2c(C(=O)OCC(=O)N(CC(C)C)c2c(N)n(Cc3ccccc3)c(=O)[nH]c2=O)c1C	.	14%	-4	.	-8%	-3%	11%	.	-4%
CC[C@H](C)[C@H](NC(N)=O)C(=O)Nc1ccccc1F	-2%	102%[activator]	-8	0%	-1%	-7%	2%	15%	5%
Cc1cc(OCC(=O)NCc2nc(-c3ccccc3)no2)c(C)cc1Br	-8%	-5%	0	-2%	-9%	-5%	1%	28%	-4%
CCOC(=O)CNC(=O)c1cnn2cccnc12	-14%	12%	1	-3%	-8%	-1%	2%	43%	-1%
COc1ccc(CNC(=O)CN(C(=O)c2snc(C(N)=O)c2N)c2ccc(OC)c(OC)c2)cc1	1%	71%[activator]	2	-8%	-19%	5%	85%[activator]	1%	-9%
COc1ccc2c(COC(=O)CNC(=O)C34CC5CC(CC(C5)C3)C4)cc(=O)oc2c1	?	13%	0	0%	?	-6%	4%	0%	3%
CN(C(=O)c1ccc2c(=O)n3c(nc2c1)CCCCC3)c1ccccc1	3%	3%	-3	3%	0%	-9%	7%	-12%	-1%
CC(C(=O)NCCS(=O)(=O)c1ccc(Cl)cc1)S(=O)(=O)c1ccccc1 (configuration not stated)	-5%	-25%	-5	-5%	-10%	-4%	-3%	-4%	-2%
COc1ccccc1-n1c(SCC(=O)N2CCCCC2)nnc1-c1ccccc1O	?	16%	4	1%	-5%	-1%	2%	42%	-1%
CN(C)Cc1ccccc1-c1cc(N(C)C)ncn1	-1%	.	.	3%	.	-5%[60.1 µM]	-5%	.	-2%
O=C(O)CCCC(=O)NCCCCc1ccccc1	-12%	-17%[58.9 µM]	-1	-4%	-11%	-6%	-7%	-1%	4%
COc1cc(/C=N/OCC(=O)Nc2cc(C)on2)ccc1OCc1ccccc1	-4%	31%[activator]	-6	-5%	-21%	-4%	19%	10%	-3%
Cc1ccccc1C(=O)Nc1ccc2nc(Nc3cccc(C(F)(F)F)c3)cc(C)c2c1	418%[activator]	-5%	-2	-10%	-17%	-18%	.	-15%	-3%
CCC(C)(C)NC(=O)C(c1cccn1C)N(C(=O)Cn1nnc2ccccc21)c1ccc(F)cc1 (configuration not stated)	-12%	2%	-6	-4%	-13%	-3%	6%	11%	-9%
COc1ccc2c(CNCc3cccs3)c(C(=O)O)n(Cc3ccc(F)cc3Cl)c2c1	-7%	-18%	1	-5%	-7%	-18%	.	?	-1%
CC(C)(C)C(=O)Nc1ccc(N2CCN(S(C)(=O)=O)CC2)cc1	-3%	?	3	-2%	-8%	5%	12%	23%	0%
COC(=O)CSc1nc(C(C)C)nc2ccccc12	-16%	14%	-4	-4%	-17%	-3%	15%	23%	-4%
O=C(Cn1c(-c2ccc(Cl)cc2)noc1=O)N1CCN(c2ccccc2F)CC1	-23%	23%	-3	-2%	-19%	2%	0%	-8%	-4%
COc1ccccc1CNc1nc(-c2ccco2)nn1C(=O)c1ccccc1[N+](=O)[O-]	-17%	6%	14	-6%	-19%	-16%	.	0%	4%
COc1ccccc1Nc1nc(N2CCCC2)nc(N2CCOCC2)n1	.	-12%	2	.	-6%	7%	.	.	-2%
Cc1ccc(S(=O)(=O)N2CCN(C(=O)C(C)Cn3cncn3)CC2)cc1 (configuration not stated)	-4%	2%	-5	0%	4%	-5%	3%	16%	-3%
CC1C(=O)c2ccccc2CC1C(=O)O (configuration not stated)	.	-8%	-5	.	-19%	-11%	.	.	-2%
O=C1c2ccccc2NC(c2ccccc2Br)N1CCCN1CCOCC1 (configuration not stated)	4%	0%	-1	0%	-9%	-6%	5%	-10%[57.1 µM]	-4%
Cc1cccc(NC(=S)NCc2ccncc2)c1C	0%	15%	-6	0%	-2%	-14%	6%	21%	0%
CC(C(=O)OCC(=O)c1ccc(F)cc1)N1C(=O)C2C3C=CC(C3)C2C1=O (configuration not stated)	-9%	35%[activator]	-6	-2%	-4%	-8%	-8%	?	-1%
Cc1sc(NC(=O)COc2ccccc2)c(C#N)c1C	118%[activator]	43%	-4	-9%	-1%	13%	-2%	-25%	7%
CCO[C@H](c1cc(OC)cc([N+](=O)[O-])c1OC)[C@H](C)/C=C\CC(=O)OC	-4%[15.3 µM]	.	.	3%[12.4 µM]	.	.	42%[activator][12.4 µM]	.	-4%
CC(Oc1ccccc1Cl)C(=O)N(Cc1cccs1)C1CCS(=O)(=O)C1 (configuration not stated)	-16%	-16%	-6	-3%	-3%	-7%	17%	-26%	-1%
Cc1nn(CC(=O)NCCC2=CCCCC2)c(C)c1[N+](=O)[O-]	.	22%	1	.	-29%	-2%	6%	.	-4%

smiles	Anesthetic bind	Pol iota inh	LDHA block	BLM inh	POLH inh	POLK inh	APE1 inh	POLB inh	GRP78 ERSR act
Cc1ccc(Cn2cccc(NC(=O)CCC3CCCC3)c2=O)cc1	?	37%[activator]	-4	-9%	-14%	-19%	4%	5%	-7%
O=C(OCc1cncs1)c1ccccc1Cl	?	49%[activator]	-3	-2%	-14%	-6%	-2%	7%	1%
Cc1ccc(S(=O)(=O)N2CCCC2CNC(=O)C(=O)NC2CCCC2)cc1 (configuration not stated)	.	32%[activator]	0	.	-5%	-8%	5%	.	-2%
COC(=O)CCSc1nccn1Cc1ccccc1	-3%	29%	-11	-1%	-7%	-4%	-7%	15%	-4%
N#CCc1c(C#N)c(N)nc(N2CCCC2)c1C#N	.	28%	7	.	-2%	5%	.	.	-7%
COc1ccc(-c2noc(-c3ccccc3Cl)n2)cc1OC	4%	?	-2	-1%	2%	-6%	2%	-1%	0%
COC(=O)c1ccc(NC(=O)c2ccc(NC(=O)C3CCCO3)cc2)cc1 (configuration not stated)	-10%	51%	-14	1%	-19%	-5%	1%	2%	0%
O=C(O)CC1(CC(=O)Nc2cccc(C(=O)O)c2)CCCC1	27%	-26%	-4	1%	-7%	-17%	-11%	-18%	3%
CCCn1c(=O)c2c(C(F)(F)F)cc(-c3ccco3)nc2n(CCC)c1=O	0%	-18%	-7	-2%	4%	-4%	-1%	28%	-3%
O=C(Nc1ccc2c(c1)OCCO2)c1cnc2ccccn2c1=O	.	28%	7	.	-12%	-2%	.	.	0%
CCN(CC)S(=O)(=O)c1cccc(-n2c(O)c(C=Nc3ccccc3C(=O)O)c3ccccc3c2=O)c1	-9%	?	-5	?	?	-1%	-10%	-6%	1%
Cc1sc(N)c(C#N)c1C	-6%	3%	0	-2%	-20%	-12%	2%	3%	-3%
COCCn1c(N)c(Sc2ccccc2)c(=O)[nH]c1=O	-5%	-8%	-15	-2%	1%	-2%	1%	54%	1%
O=C(CCNC(=O)c1ccccc1Cl)Nc1cccc(S(=O)(=O)N2CCOCC2)c1	.	-12%	-6	.	-5%	-22%	-11%	.	1%
O=C1CC(c2ccccc2)n2nc(NS(=O)(=O)c3ccccc3)nc2N1 (configuration not stated)	-10%	7%	0	-6%	-22%	-1%	?	5%	-4%
COc1ccc(C(=O)COC(=O)COc2cccc3c2OC(C)(C)C3)c(OC)c1	.	28%	1	.	-14%	-3%	18%	.	-2%
CC(=O)Nc1ccc(C(=O)Nc2nc(-c3cc(C)n(Cc4ccccc4)c3C)cs2)cc1	-10%	9%	-12	-4%	-12%	-3%	4%	0%	-6%
COc1cccc(Cn2nnc3c(=O)[nH]c(C4CCCN(C(=O)c5ccccc5Cl)C4)nc32)c1 (configuration not stated)	?	0%&16%	5&-2&0	-2%&1%	0%	0%&5%	-5%	20%	4%
COc1ccc(-c2cc(NCc3ccc(C)cc3)n3cnnc3n2)cc1	55%[activator]	-22%	-11	-6%	-4%	-7%	.	-26%	-3%
COc1ccc(N2CCN(C(=O)c3ccc(Cn4nc(C)c([N+](=O)[O-])c4C)o3)CC2)cc1	-15%	14%	5	-2%	-20%	1%	6%	1%	-3%
Cc1cccc2c1-c1sc(C(=O)N3CCN(c4ccc(F)cc4)CC3)cc1CO2	-8%	6%	-9	-4%	-14%	6%	.	7%	-2%
Cc1cccc(N2CC(C)Cn3c2nc2c3c(=O)n(CC(=O)OCc3ccccc3)c(=O)n2C)c1 (configuration not stated)	?	-2%	-11	-5%	-14%	-9%	-3%	0%	-2%
Cc1cccc(N(Cc2ccccc2)C(=O)CCl)c1	-12%	98%[activator]	1	-1%	-13%	-5%	16%	23%	-17%
CCc1cccc(C)c1NC(=O)C(CC)n1nc(C)c2c(C)n(-c3ccccc3)nc2c1=O (configuration not stated)	-22%	-1%	-9	0%	-1%	-8%	.	0%	-3%
Cc1nc2ccccc2n1C(=O)c1ccc(Cl)cc1[N+](=O)[O-]	-4%	21%	-5	-9%	-23%	-12%	4%	1%	0%
Cc1cc(S(=O)(=O)N2CCOCC2)ccc1NC(=O)c1ccc(F)cc1	-4%	50%[activator]	-10	-2%	-3%	-2%	7%	2%	3%

3 of the entries above in order of their number in POLK inh, highest first:
canonical_smiles | Anesthetic bind | Pol iota inh | LDHA block | BLM inh | POLH inh | POLK inh | APE1 inh | GRP78 ERSR act
CCN(CC)S(=O)(=O)c1cccc(-n2c(O)c(C=Nc3ccccc3C(=O)O)c3ccccc3c2=O)c1 | -9% | ? | -5 | ? | ? | -1% | -10% | 1%
Cc1cccc(N(Cc2ccccc2)C(=O)CCl)c1 | -12% | 98%[activator] | 1 | -1% | -13% | -5% | 16% | -17%
O=C(OCc1cncs1)c1ccccc1Cl | ? | 49%[activator] | -3 | -2% | -14% | -6% | -2% | 1%

Only part of the results is shown. The share of hits here may be higher or lower than overall.
